Bioassay records (PubChem BioAssay)
ERK EGF block – qHTS Assay for Inhibitors of the ERK Signaling Pathway using a Homogeneous Screening Assay; Stimulation with EGF. 130,000 tested, 0.41% active. HEK293-V1b, EGF-stimulated phospho-ERK AlphaScreen. Potency, µM (top dose mostly 11.5 µM), without a hit: at the top dose activity change, negative = inhibition, actives largely listed as inhibitors. AID 1454, 2008; active means well fitted inhibition curve with a large enough effect; inconclusive means small, poorly fitted or top-dose-only effect, or effect the other way;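 further: plate controls were stimulated vehicle wells for no effect and unstimulated vehicle basal for full effect; nearly all actives have a fitted effect of over 55% in size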
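HEK293 cells stably expressing V1b receptor, serum-reduced (1% FBS) overnight, pretreated 30 min with compound, then stimulated 5 min with 25 nM EGF; phospho-ERK detected by AlphaScreen SureFire. AC50 from Hill fits, normalized to DMSO and EGF.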
An asterisk follows results filed as active; ? = inconclusive; & = joins results of further samples; [ ] = dose if it differs, or a comment. Potency means the concentration at half of the fitted maximal effect. This is a subset, so the mix of outcomes need not match the whole.

SMILES | ERK EGF block
S=c1[nH]nc(-c2ccccc2)n1/N=C/C=C/c1ccco1 | 10.3%
COc1ccc(OC)c(/C=C2\SC(=S)N(N3CCOCC3)C2=O)c1 | ?
O=C(CSc1nnc(CCc2ccccc2)n1-c1ccc(Cl)cc1)c1ccccc1 | -12.2%
COc1ccccc1NC(=O)C(=N\O)/C(C)=N/O | 1.0%
Fc1cccc(-c2cc3nc(-c4ccccc4)cc(N4CCC5(CC4)OCCO5)n3n2)c1 | ?
O=C(NC(=S)N1CCN(Cc2ccccc2)CC1)c1ccccc1 | -0.9%
Cc1ccc(C2=NN(Cc3nnc(-c4ccccc4)o3)C(=O)SC2)cc1 | 15.0%
Cc1ccc(NNC(=O)c2c(F)cccc2Cl)cc1Cl | -2.9%[57.5 µM]
O=C(Nc1cccc(S(=O)(=O)N2CCCCCC2)c1)c1ccc2c(c1)OCO2 | 3.5%
Cc1cc(CNC(=O)CC2C(=O)NCCN2Cc2ccccc2C(F)(F)F)on1 (stereo not given) | -1.2%
Cc1cc(C)cc(NC(=S)NCCCO)c1 | -0.2%
CCOC(=O)N1CCN(Cc2nc(-c3cccs3)no2)CC1 | 1.0%
CCN1C(=O)c2ccc(C(=O)Nc3ncc(C)s3)cc2C1=O | -6.4%
O=C(O)c1cc(O)ccc1NC(=O)c1cccc2ccccc12 | -3.4%[57.5 µM]
Cc1cccc(NC(=S)NNC(=O)c2ccccc2Br)c1 | 4.8%
Nc1cc2nc3ccccc3oc-2cc1=O | -4.6%[57.5 µM]
CN(C)c1nc(N)c(C(=O)N=C(N)N)nc1Cl | 6.1%
CC1(C)Cc2ccccc2C(NNC(=O)c2ccccc2)=N1 | -8.6%[57.5 µM]
NCCCS(=O)(=O)O | -17.1%&4.7%&-8.6%
Cc1sc2nc(SCC(N)=O)n(C)c(=O)c2c1C | 0.2%
COC(=O)Cn1cc(C(=O)C(C)(C)C)c2ccccc21 | 11.2%
COc1ccc(C(=O)Nc2cccc(C(=O)NCc3ccccc3)c2)cc1 | -5.4%
CCNC(=S)N(Cc1cc2cc(C)ccc2[nH]c1=O)C1CCCC1 | 9.8%
Cc1cc(C)cc(NC(=O)c2c(C)nc3ccccn23)c1 | 5.8%
COC(=O)c1sc2nc(N)c(C#N)cc2c1N | 1.2%
Cc1cccc(C)c1NC(=O)COC(=O)COc1ccc2c(C)cc(=O)oc2c1 | 8.7%
O=C(c1csnn1)N1CCC[C@@]2(CCN(Cc3ccccc3)C2)C1 | 5.7%
O=C(O)CCS(=O)(=O)c1cc(Br)cc2c1N(C(=O)C1CC1)CC2 | 6.9%
CCC(C)(C)NC(=O)C(c1ccc(C)cc1)N(Cc1ccco1)C(=O)Cn1nnc2ccccc21 (stereo not given) | 4.6%
CCOC(=O)c1cnc2c(c(C)nn2CC)c1NCCN1CCOCC1 | -18.9%
CCN1CCCC1CNS(=O)(=O)c1ccc(Cl)c(C(F)(F)F)c1 (stereo not given) | -4.0%
Cc1ccc2c(CSc3nnc4ccccn34)cc(=O)oc2c1C | 3.5%
CC(C)(C)Nc1c(-c2ccc(O)cc2)nc2ccc(Cl)cn12 | -3.5%
CCOC(=O)Cn1c(CCC(=O)O)ccc1-c1ccc(F)cc1 | -1.3%
c1csc(CNc2ccc3c(c2)OCCO3)c1 | -6.6%
Cc1ccc(NC(=S)Nc2ccc(F)cc2)c(C)c1 | -0.5%
CCOC(=O)c1c(/N=C/c2ccc(OC)cc2O)sc2c1CCN(C)C2 | -6.5%[57.5 µM]
CCOC(=O)c1c(N2C(=O)Nc3ccccc3N2O)n[nH]c1-c1cccc(OC)c1 | 0.7%
CN(c1ccccc1C(=O)Nc1cccc([N+](=O)[O-])c1)S(C)(=O)=O | 0.2%
CCOc1ccc(C(=O)NCC(=O)OCc2c(F)cccc2Cl)cc1 | 4.1%

Filtered by structure, those above with fluorine
SMILES | ERK EGF block
Fc1cccc(-c2cc3nc(-c4ccccc4)cc(N4CCC5(CC4)OCCO5)n3n2)c1 | ?
Cc1ccc(NNC(=O)c2c(F)cccc2Cl)cc1Cl | -2.9%[57.5 µM]
Cc1cc(CNC(=O)CC2C(=O)NCCN2Cc2ccccc2C(F)(F)F)on1 (stereo not given) | -1.2%
CCN1CCCC1CNS(=O)(=O)c1ccc(Cl)c(C(F)(F)F)c1 (stereo not given) | -4.0%
CCOC(=O)Cn1c(CCC(=O)O)ccc1-c1ccc(F)cc1 | -1.3%
Cc1ccc(NC(=S)Nc2ccc(F)cc2)c(C)c1 | -0.5%
CCOc1ccc(C(=O)NCC(=O)OCc2c(F)cccc2Cl)cc1 | 4.1%

The list goes on.
SMILES | ERK EGF block
COc1ccc(/C=N/NC(=O)c2cccc(NC(=O)c3ccccc3Cl)c2)cc1OC | 10.5%
Cc1ccc(CN2C3CCCC2CC(NC(=O)c2ccc(C)cc2)C3)cc1 (stereo not given) | -3.8%
O=C(O)CC[C@@H](C(=O)O)N1C(=O)c2ccccc2C1=O | 14.1%
N#CCCn1nc(-c2ccc(Br)cc2)cc1Nc1ccccc1NC(=O)C(F)(F)F | ?
CC(C)(C)NC(=S)NCc1ccco1 | -0.3%
CCn1c(C)nc2cc(C(=O)NNS(=O)(=O)c3cc(Br)ccc3Br)ccc21 | 7.1%[57.5 µM]
NC(=S)Cc1nc(-c2ccccc2)cs1 | 4.1%
COCCNc1c([N+](=O)[O-])c(=O)n(-c2ccccc2)c2ccccc12 | -2.5%
CN(C)S(=O)(=O)c1ccc(Cl)c(NC(=O)COC(=O)/C=C/c2ccc(S(=O)(=O)N3CCOCC3)cc2)c1 | -2.4%
Cc1cccn2c(=O)c(C=O)c(N3CCSCC3)nc12 | ?
Cc1ccc(N2CC(C(=O)Nc3ccccc3C(=O)NC3CCCCC3)CC2=O)cc1 (stereo not given) | 9.0%
O=C1c2cccc3cccc(c23)C(=O)N1CC1CCN(S(=O)(=O)c2ccc(F)cc2)CC1 | -0.7%
COc1ccccc1-c1nnc(SC)n1C | 8.7%
Cc1ccc(/C=N/NC(=O)c2cccc(S(=O)(=O)Nc3ccccc3Cl)c2)o1 | 3.2%
COc1ccc(Nc2nc3cc(C)ccc3cc2C#N)c(OC)c1 | -0.3%
N#Cc1nc(COc2cccc(Cl)c2)oc1NCCN1CCOCC1 | 3.0%[57.5 µM]
Cn1cnnc1Sc1nc2c(c(=O)n(C)c(=O)n2C)n1Cc1ccccc1Cl | 3.9%
C[C@@H]1C[C@H]2[C@H]3C[C@@H](F)C4=CC(=O)C=C[C@]4(C)[C@@]3(Cl)[C@@H](O)C[C@@]2(C)[C@@H]1C(=O)COC(=O)C(C)(C)C | -3.3%[25.7 µM]
O=C1C2C3C=CC(CNS(=O)(=O)c4ccccc4[N+](=O)[O-])(O3)C2C(=O)N1c1ccccc1 (stereo not given) | -0.3%
O=S(=O)(NC1CCCCC1Nc1ccc(Cl)cc1)c1ccccc1 (stereo not given) | -6.2%
COc1cc(/C=C/C(=O)OCC(=O)Nc2cc(C)c(C)cc2[N+](=O)[O-])ccc1O | -3.0%[57.5 µM]
CC1(C)NC(=O)N(Cc2cc(=O)n3ccsc3n2)C1=O | 6.0%[57.5 µM]
CCOc1c(Cl)cc(CNCC(O)c2ccccc2)cc1OC (stereo not given) | -11.7%
CCc1ccc(Nc2nc(N)nc(CSc3nc4ccccc4s3)n2)cc1 | -6.7%
Cc1ccc(C(=O)/C=C/N(C)C)cn1 | 1.4%[57.5 µM]
COc1ccc(C(=O)NCc2nnc(SCC(=O)Nc3ccc4c(c3)OCO4)o2)cc1 | 12.4%
CSc1sccc1/C=N/NC(=O)c1ccncc1 | 15.1%
O=C(COc1cccc2ccccc12)NNC(=O)CSCCO | 4.8%
Cc1noc(C(=O)NCc2cccnc2)c1Cl | -3.5%
COCC(C)NS(=O)(=O)c1ccc(NC(=O)c2ccccn2)cc1 (stereo not given) | -5.0%[57.5 µM]
OCC(O)CSc1nc(-c2ccccc2)nc2c1CCC2 (stereo not given) | 5.6%
COc1cc2c(cc1OC)C(c1ccc(N)cc1)=NNC(=O)C2 | -11.0%
NC(=Nc1ccc(N)cc1)C(N)=Nc1ccc(N)cc1 | -5.2%[57.5 µM]
Cc1cc(/C=C2/C(=O)N(C)C(=S)N2C)c(C)n1C1CC1 | 3.4%
COCCNc1cc(C)nc2cc(-c3ccc(C)cc3)nn12 | 2.4%
Cc1[nH]n(-c2ccccc2)c(=O)c1C(c1ccc(C(=O)O)cc1)c1c(C)[nH]n(-c2ccccc2)c1=O | 1.1%
Nc1ncnc(Nc2ccccc2Cl)n1 | 6.1%[57.5 µM]
COc1cc(S(=O)(=O)N2CCOCC2)ccc1NC(=O)COc1ccc(N(C)S(=O)(=O)c2ccc(C)cc2)cc1 | -2.6%[57.5 µM]
Cc1ccc(C(=O)CSc2nnc(-c3snnc3C)n2C2CC2)cc1 | 32.0%[57.5 µM]
CC1CN(C(=O)/C(C#N)=C2\N=C(NC(=O)c3ccc(F)cc3)c3ccccc32)CC(C)O1 (stereo not given) | -3.9%[57.5 µM]

Part of the list above, field by field.
Nc1ncnc(Nc2ccccc2Cl)n1
  ERK EGF block: 6.1%[57.5 µM]
CC1(C)NC(=O)N(Cc2cc(=O)n3ccsc3n2)C1=O
  ERK EGF block: 6.0%[57.5 µM]

New compounds follow.
SMILES | ERK EGF block
Cn1c(=O)oc2cc(S(=O)(=O)N3CCC(C(=O)N4CCN(c5ccccc5)CC4)CC3)ccc21 | 6.6%
CCCCCCCCCCCCCC(=O)O[C@H](CC(=O)O)C[N+](C)(C)C | -5.8%
O=C(O)C1=C[C@H](c2ccccc2)C[C@H](OCc2ccc(CO)cc2)O1 | -12.7%[57.5 µM]
Cc1ccc([N+](=O)[O-])cc1NC(=O)C1CCN(S(C)(=O)=O)CC1 | 1.7%
Cc1ccc(Cn2cc(C(=O)c3ccc(F)cc3)c(=O)c3cc4c(cc32)OCCO4)cc1 | 1.7%
CCc1cccc(C)c1NC(=O)Cn1c(NCCO)nc2ccccc21 | 9.7%
CCO[C@H]1OC(C(=O)O)=C[C@@H](c2ccc(C(F)(F)F)cc2)[C@@H]1CCCO | -10.0%[57.5 µM]
CCOc1ccccc1OCC(=O)NNC(=S)NC1CCCCC1 | -4.4%
Cc1ccc(NC(=S)NCC(C)C)cc1 | -5.8%
Cc1cccc(CNc2nc(-c3c(C)noc3C)nc3ccccc23)c1 | ?
O=c1[nH]c(CN2CCN(Cc3ccccc3)CC2)nc2scc(-c3ccccc3)c12 | 8.3%[57.5 µM]
Cc1noc(C)c1C(=O)N1CCC2(CCCN(c3ncccn3)C2)CC1 | 4.8%
COc1ccc(/C(N)=N/OC(=O)c2ccc3c(c2)OCO3)cc1 | 1.4%
Cc1cc(C)n(-c2ccc(C(C)C)cc2)c(=O)c1C#N | 0.0%
O=C(COc1ccccc1Cl)NCCc1ccc2c(c1)OCCO2 | ?
Cn1c(SCCOc2ccccc2Cl)nnc1-c1cccs1 | 11.0%
CCOC(=O)N1CCN(CCC(=O)Nc2ccccc2OC)CC1 | -4.3%
O=C(Nc1cc(Cl)ccc1N1CCOCC1)c1cccnc1Cl | 2.1%[57.5 µM]
COc1cc(C(=O)OCCCN2CCCN(CCCOC(=O)c3cc(OC)c(OC)c(OC)c3)CC2)cc(OC)c1OC | 9.7%
CCN(CC)c1ccc(/C=N/NC(=O)Nc2nonc2N)cc1 | ?
COc1ccc(NS(=O)(=O)c2ccc(N/N=C/c3ccc(N4CCOCC4)cc3)c([N+](=O)[O-])c2)cc1 | -7.1%
C/C(=N\NC(=S)NC(C)C)c1ccc2c(c1)OCCO2 | -2.3%
S=C(NCc1ccco1)Nc1ccc(Oc2ccc(Cl)cc2)cc1 | -1.9%[57.5 µM]
CCOc1ccc(-n2c(C)nc3cc(C(=O)NCCN4CCOCC4)ccc32)cc1 | 2.4%
COC(=O)c1sc(NC(=O)CCCn2nc([N+](=O)[O-])cc2C)c(C(=O)OC)c1C | 0.0%
Nc1ncnc2c1nc(Cl)n2C1OC(CO)C(O)C1O (stereo not given) | 13.3%
CCN(CC)c1ccc(N2C(=O)/C(=C/c3ccccn3)SC2=S)cc1 | -5.7%[57.5 µM]
N#Cc1c2n(c3c(N)ncnc13)CCCCC2 | 7.3%[57.5 µM]
CC1(C)CC(=O)C(N=Nc2cc(S(=O)(=O)N3CCOCC3)ccc2Cl)=C(O)C1 | 3.9%[57.5 µM]
COC(=O)c1c(NC(=O)CN(c2ccc(C)c(C)c2)S(C)(=O)=O)sc2c1CCCC2 | -5.0%
Cn1nc(C(=O)Nc2ccc(S(=O)(=O)N3CCCCC3)cc2)c2ccccc2c1=O | -7.4%
O=C(OCc1ccccc1)C1=NNC2C(=O)N(c3ccccc3)C(=O)C12 (stereo not given) | 11.4%
Cc1ccc(NC(=O)CSCc2ccco2)cc1 | -0.6%
O=C(N/C(=C\c1cccs1)C(=O)N1CCOCC1)c1cccs1 | 7.9%
CC(=O)NC1=NN(C(C)=O)C(c2ccccc2)S1 (stereo not given) | 2.1%
O=C(/C=C/c1ccc(F)cc1)c1ccc(N2CCOCC2)cc1 | -3.0%[57.5 µM]
CC(C)(C)NC(=O)c1cc(C(C)(C)C)c(O)c(C(C)(C)C)c1 | -0.2%
COc1ccccc1C(CC(=O)Nc1ccc(Cl)cc1)c1ccc(OC(C)C)cc1 (stereo not given) | 5.7%
CCc1ccc(-c2nnn(CCC#N)n2)cc1 | 4.5%
O=C(CN1C(=O)NC2(CCOc3ccccc32)C1=O)Nc1cccc(Cl)c1 (stereo not given) | 0.2%
Cc1cc(N/N=C/c2ccccc2O)nc(N2CCOCC2)n1 | 15.8%[57.5 µM]
COc1cc(C(=O)NC(=S)Nc2cccc3nc(C)ccc23)cc(OC)c1OC | -3.7%[57.5 µM]
C[C@@H](O)C1NC(=O)[C@H](CCCCN)NC(=O)c2cc([N+](=O)[O-])cc(I)c2OCC[C@@H](C(N)=O)NC1=O (stereo not given in full) | -4.3%
